Source: PubChem BioAssay (several laboratories)
NPR2 activator = GC-B (human) receptor activation; activation, % at 10 µM; AID 1920062; 0.11% of 370,000 active; P20594; HEK293-GC-B cells, CNP EC30, cGMP TR-FRET; 0% at EC30 CNP, 100% saturating CNP;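 active = activation at 10 µM reaching about 35% in either raw or pattern-adjusted values, limit read from the data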
Target sequence (P20594 whole entry, looked up): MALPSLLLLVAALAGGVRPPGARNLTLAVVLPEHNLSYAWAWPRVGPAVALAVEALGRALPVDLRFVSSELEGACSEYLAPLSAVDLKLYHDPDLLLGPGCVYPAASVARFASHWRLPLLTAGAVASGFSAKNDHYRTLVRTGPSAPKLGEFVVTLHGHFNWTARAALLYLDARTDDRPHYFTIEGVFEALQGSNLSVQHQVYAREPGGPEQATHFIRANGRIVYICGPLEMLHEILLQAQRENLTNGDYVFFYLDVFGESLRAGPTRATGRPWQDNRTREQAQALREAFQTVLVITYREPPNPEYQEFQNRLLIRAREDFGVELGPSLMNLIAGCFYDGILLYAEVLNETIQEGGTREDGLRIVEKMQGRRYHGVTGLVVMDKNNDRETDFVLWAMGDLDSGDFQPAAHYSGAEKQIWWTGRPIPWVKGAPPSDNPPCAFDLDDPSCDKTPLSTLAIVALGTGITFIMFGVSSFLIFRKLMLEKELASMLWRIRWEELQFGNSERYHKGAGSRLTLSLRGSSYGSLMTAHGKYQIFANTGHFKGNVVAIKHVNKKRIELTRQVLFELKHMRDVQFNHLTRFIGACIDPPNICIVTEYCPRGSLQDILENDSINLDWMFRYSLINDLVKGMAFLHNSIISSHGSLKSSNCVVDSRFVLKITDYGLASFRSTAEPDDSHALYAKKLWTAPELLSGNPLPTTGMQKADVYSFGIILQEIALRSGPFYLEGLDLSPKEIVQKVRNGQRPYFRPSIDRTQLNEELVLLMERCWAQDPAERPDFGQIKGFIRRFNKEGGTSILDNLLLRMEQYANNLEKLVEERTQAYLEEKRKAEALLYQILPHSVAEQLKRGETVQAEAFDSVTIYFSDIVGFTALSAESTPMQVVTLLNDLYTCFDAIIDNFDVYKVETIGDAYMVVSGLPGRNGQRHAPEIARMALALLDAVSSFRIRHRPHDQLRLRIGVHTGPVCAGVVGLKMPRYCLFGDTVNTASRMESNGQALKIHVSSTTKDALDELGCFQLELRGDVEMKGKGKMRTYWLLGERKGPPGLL
MBD2 DNA inh = MBD2-methylated oligo binding inhibition. TR-FRET, MBD2 binding to methylated oligonucleotide. inhibition, % at 4.4 µM. 0.31% of 370,000 active. AID 686964; in the data active = inhibition above about 13%
PRMT1 inh = blocks human protein arginine methyltransferase 1. AID 652257. 1.3% of 370,000 active. inhibition, % at 2.79 µM. recombinant PRMT1, activity-based probe fluorescence polarization;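 active = inhibition above about 21% made by adding two undisclosed values, limit read from the data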
HTRA1 inh = blocks human HTRA1 serine peptidase | Q92743 | 0.5% of 340,000 active | recombinant HTRA1, FP-rhodamine activity-based probe, fluorescence polarization | inhibition, % at 5.96 µM; in the data active = inhibition above about 36%;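 note: 0% = enzyme with DMSO and 100% = wells lacking enzyme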
rCAG RNA binder = r(CAG) repeat RNA binding; TO-PRO-1 dye displacement fluorescence; 1.3% of 370,000 active; AID 651821; inhibition, % at 3 µM;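 active = inhibition above the plate cutoff, the mean of all test compounds on that plate plus 3 SD, cut at about 35% in these data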;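 note: 0% = DMSO alone and 100% = 100 µM mitoxantrone as full dye displacement; higher means more dye released from RNA so lower well fluorescence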
TCR-CD3 inh = human TCR-CD3 binding inhibition | TAMRA-labeled TCR probe fluorescence, biochemical | inhibition, % at 9.4 µM | 0.37% of 360,000 active | AID 651800; in the data active = inhibition above about 19%;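 note: recombinant mutant TCR 2C K166C tagged with TAMRA read by polarization; 0% = receptor in buffer alone and 100% = receptor with positive control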
ABHD4 inh = inhibitors of mouse ABHD4; 0.54% of 370,000 active; purified mABHD4, FP-Rh probe fluorescence polarization; Q8VD66; AID 720543; inhibition, % at 8.92 µM;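 active = inhibition exceeding the mean over every tested compound plus 3 SD, cut at about 30% in these data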;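 note: 0% = plate median of compound wells and 100% = S159A mutant with DMSO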
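Material: mouse ABHD4 enzyme, wild type; Benchmarks: S159A mutant high control, sample median low control; Buffer or medium: HEPES pH 7.0, NaCl, Pluronic buffer; Signal: fluorescence polarization; Read-out: percent inhibition of probe binding, normalized to plate controls; Timing: pre-incubation 45 min, probe exposure 60 min, at 25 °C; Dosing: 8.92 µM, single dose.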
TDP2 absorb = TDP2 (human) inhibition, absorbance primary screen; recombinant TDP2, T5PNP hydrolysis, p-nitrophenol absorbance 415 nm; inhibition, % at 12.8 µM; 0.34% of 370,000 active;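 active = inhibition above the mean of all tested compounds plus 3 SD, set per campaign, cut at about 25% in these data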;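 note: 0% = DMSO with enzyme and 100% = buffer with substrate but no TDP2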
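System – recombinant human TDP2 · Quantity – TDP2 enzyme at 120 nM final · Doses – single concentration, 12.8 µM nominal, with 1% DMSO · Incubation – 2 h at 37 °C · Measured by – epi absorbance of p-nitrophenol freed from T5PNP by hydrolysis · Read-out – % inhibition relative to enzyme-containing and enzyme-free wells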
SIAE inh = human SIAE inhibition, primary screen. Q9HAT2. SIAE FP-Rh probe binding, fluorescence polarization. inhibition, % at 9.66 µM. 0.69% of 370,000 active. AID 1053197;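 active = inhibition above a cutoff: mean of compounds within the control limits plus 3 SD of those, cut at about 17% in these data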;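 note: 0% = plate median of compound wells and 100% = probe without SIAE protein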
LEDGF integ inh = blocks HIV-1 LEDGF/p75-dependent DNA integration; TR-FRET IN-LEDGF/p75 DNA integration, Eu/Cy5; inhibition, % at 3.7 µM; 0.64% of 370,000 active;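 active = inhibition above the screen-wide mean plus 3 SD, cut at about 13% in these data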;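 note: signal is the Cy5 over europium emission ratio at 671 and 618 nm; 0% = plate median of compound wells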
* marks the source's active call; other numbers are inactive results; · = not tested or not shown. This is a subset; rates above refer to the full screens.

SMILES	NPR2 activator	MBD2 DNA inh	PRMT1 inh	HTRA1 inh	rCAG RNA binder	TCR-CD3 inh	ABHD4 inh	TDP2 absorb	SIAE inh	LEDGF integ inh
COC(=O)C1CC(=O)N(c2ccc(OCc3ccccc3Cl)cc2)C1 (stereo unspecified)	-3	1	2	-3	-5	-1	-2	-11	-3	1
COc1cc(OC)c2c(-c3cccc(-c4ccc(F)c(Cl)c4)c3)cc(=O)oc2c1	5	5	2	-49	6	1	1	-6	-7	0
CCc1nc2ccc(C(=O)Nc3cccc(OCC(=O)N(C)C)c3)cn2c1N(C)C(=O)c1ccncc1	2	1	2	·	-1	5	-5	-3	5	-2
Cc1nn(C(C)c2n[nH]c(=S)n2-c2ccc(F)cc2)c(C)c1[N+](=O)[O-] (stereo unspecified)	-1	-1	2	-2	-1	12	-1	4	2	2
CCc1nc2sccc2c(=O)[nH]1	3	-2	-7	5	1	2	-7	-16	-5	3
COc1ccccc1C(=O)Nc1ccnn1C1CCN(Cc2ncc[nH]2)CC1	-2	-1	-1	0	-3	4	6	12	8	-1
COC(=O)C(C)Sc1n[nH]c(=S)s1 (stereo unspecified)	8	-6	35*	-5	1	6	6	-7	-4	2
N#Cc1ccc(C(=O)CSc2nnc(-c3ccc(C(F)(F)F)cn3)s2)cc1	-8	2	1	0	10	-10	-18	-1	-4	-5
CCCCCCNC(=O)O[C@]12C[C@@H](C(=O)OC)[C@@H](C(=O)OC)C[C@@]1(O)CN(S(=O)(=O)c1ccc(C)cc1)C2	-1	0	4	-10	2	0	-12	0	-1	1
CC(C)=CCC/C(C)=C/C[C@]12C[C@H](C(=O)O)N(C(=O)OC(C)(C)C)[C@@H]1N(C(=O)OC(C)(C)C)c1ccccc12	-5	3	6	·	·	·	51*	3	1	1
CCC1C(c2ccccc2)=CCC(C(=O)O)C1C (stereo unspecified)	3	9	9	-3	4	-6	-15	-14	-3	4
CCn1c(SCC(=O)N2CCCCC2)nc2c(c1=O)SC(C)C2 (stereo unspecified)	-4	3	-2	2	-1	-2	5	1	10	4
Cc1ccc(F)cc1NC(=O)N1c2ccccc2NC(=O)CC1C (stereo unspecified)	-7	-1	-4	6	3	8	-6	10	4	2
COc1cc(-c2nc3cnccn3c2Nc2ccc(C)cc2)ccc1O	2	0	-2	1	-3	9	10	2	7	-2
O=C(CCCN1C(=O)c2ccccc2C1=O)NCc1ccc(F)cc1	0	-4	-1	9	-7	7	5	5	3	-1
C=CCOc1ccccc1CN1CCC(Oc2ccc(C(=O)N3CCCC3)cc2)CC1	0	1	-3	-2	-7	3	-5	-3	-2	1
O=C(Nc1ccc2c(c1)OCCO2)c1ccc(Cl)c([N+](=O)[O-])c1	0	2	2	-6	2	9	-7	-12	-4	2
O=C1C(Nc2cccc(O)c2)=C(N2CCCCC2)C(=O)c2ccccc21	5	-6	16	8	-9	3	22	51*	1	20*
CCc1ccc(NC(=O)C2CC=CCC2C(=O)O)cc1 (stereo unspecified)	0	4	-4	4	-1	-1	2	8	3	-2
CCOCCCN(C(=O)c1snc(C(N)=O)c1N)C(C(=O)NCCC(C)C)c1ccc(F)cc1 (stereo unspecified)	-6	-7	-1	-4	-1	1	-1	7	-5	5
COc1ccc(N2CCN(C(=O)c3ccc(C)c(NC(=O)C4=C(C)OCCS4)c3)CC2)cc1	-4	2	-2	5	-6	-2	1	5	4	3
O=C(COC(=O)[C@@H]1CC(O)CN1S(=O)(=O)c1ccc2c(c1)OCCO2)Nc1cc(F)ccc1F (stereo partly specified)	-1	1	-3	4	2	1	-2	3	3	4
CCN1C(=O)c2ccccc2Sc2ccc(C(=O)O)cc21	1	0	0	5	0	4	-1	-10	-3	2
CCOC(=O)c1cc(C(=O)OCC)c(=O)[nH]c1SCc1ccccc1	0	-2	1	-16	30	9	-7	0	-1	3
Cc1c(C)n(CC(O)CN2CCN(C)CC2)c2ccccc12 (stereo unspecified)	-2	0	-3	3	-5	-2	18	-15	-2	-2
COc1cc(/C=N/NC(=O)CN2CCCCC2)ccc1OCc1ccc(Br)cc1	-3	-6	-3	-15	-2	-1	-8	-4	-3	3
COc1ccccc1-c1nn(-c2ccccc2)cc1C(=O)N1CCN(C(=O)c2ccco2)CC1	2	1	1	8	-1	3	-4	0	10	6
CN(C)CC/C=C1/c2ccccc2CS(=O)(=O)c2ccccc21	-3	-1	-6	5	-3	2	4	-3	11	1
O=C(O)c1ncn(Cc2ccc(Br)cc2)c1C(=O)O	0	-5	-1	7	0	0	-4	0	8	5
CCOc1ncccc1C(=O)N1CCCSC1=Nc1ccccc1OC	-9	-1	8	0	-2	-1	-6	-13	-4	-2
Cc1cccc(NC(=S)N(CCN(C)C)Cc2cccs2)c1	-6	0	-1	-1	-2	-1	-2	2	1	-1
CCCC(O)(CCN1CCOCC1)c1ccc(Cl)cc1 (stereo unspecified)	-15	3	2	2	-4	5	1	6	-6	0
CCCCCCCCCS(=O)(=O)Nc1cc(C)ccn1	1	1	1	-3	-3	0	0	2	-4	-2
COC(=O)CN=C1OC(=O)N2C(=O)C3=C4[C@@H](C[C@H]5C(=O)N(c6ccccc6)C(=O)[C@H]5[C@H]4[C@@]12Cc1ccccc1)[C@H]1C(=O)N(c2ccccc2)C(=O)[C@H]1[C@H]3C	-2	4	5	-15	23	4	-7	-11	-8	1
Cc1nnc(SC(C)C#N)n1-c1ccccc1 (stereo unspecified)	4	1	0	6	-1	3	-5	0	-3	-3
Cc1ccnc(NC(=O)CS(=O)(=O)c2ccccc2)c1	1	-3	-2	4	2	-3	5	3	-2	3
O=C(CSc1nc2ccccc2n1Cc1ccccc1)N/N=C/c1ccco1	-3	-1	0	-16	2	7	-12	-11	-8	0
O=C(NC(=S)Nc1ccc(N2CCCCC2)cc1)c1ccc2c(c1)OCCO2	-1	-2	2	2	0	2	0	-17	1	-1
COc1ccccc1/C=C\C(=O)NCC(=O)N/N=C(/C)c1cccc([N+](=O)[O-])c1	4	1	-7	-5	5	1	-1	-11	-4	6
CCn1c(C)cc(/C=C2/NC(=O)N(CC(=O)Nc3cccc(C)c3)C2=O)c1C	3	-4	6	1	19	-3	-5	0	3	5
O=C(Cc1ccccc1)NN1C(=O)C2C3C=CC(C3)C2C1=O (stereo unspecified)	1	-2	0	1	-1	9	-5	-1	-5	-1
Cc1cccn2cc(-c3ccccc3)nc12	3	-8	0	-1	-1	5	5	-3	2	1
COc1ccc(N2CCN(C(CNS(=O)(=O)c3cc(F)ccc3F)c3cccnc3)CC2)cc1 (stereo unspecified)	-6	-3	-1	-4	1	3	4	-18	0	-1
CCCNC(=O)COC(=O)c1ccc(OCC(=O)Nc2ccccc2OC)c(OC)c1	0	-8	-1	-1	1	1	-3	-5	11	1
COC(=O)c1ccccc1S(=O)(=O)N1CCC(C(=O)NCC2CCCO2)CC1 (stereo unspecified)	1	-4	-4	2	-2	2	0	-6	1	-1
CN(C)/C=N/C1=C(C#N)C(c2cccs2)c2ccc3ccccc3c2O1 (stereo unspecified)	-9	1	-2	-34	22	3	1	18	1	0
CCCOC(=O)Nc1sc2c(c1C(N)=O)CCCC2	5	2	4	-7	-1	5	5	9	4	-2
Cc1nnc(SCC(=O)NCc2ccco2)n1-c1ccccc1	2	1	-2	-1	-1	10	1	3	-2	0
COc1ccccc1CNc1nc(-c2ccccc2CO)c2sccc2n1	-3	0	1	·	2	1	-9	2	-1	-3
CC(=O)OC(C(=O)NCS(=O)(=O)c1ccc(C)cc1)c1cccnc1 (stereo unspecified)	4	-4	-1	7	-2	-4	0	5	5	-1
Cc1noc(N)c1C1(O)C(=O)Nc2c(Cl)cc(Cl)cc21 (stereo unspecified)	-1	-1	1	2	-3	-6	4	23	-4	-4
COc1ccc(NC(=O)c2cncn2-c2ccccc2)cc1	-1	2	3	9	1	-4	0	2	2	0
CCOC(=O)C1CN(S(=O)(=O)c2ccc(F)cc2)C1	2	0	-1	2	6	-2	-1	0	2	1
CC(=O)c1cccc(Nc2c3c(nc4ccccc24)CCC3)c1	0	-5	1	-10	0	2	1	-10	0	-1
CCOC(=O)C1=C(c2ccccc2)Nc2ncnn2C1c1ccc(OC)c(OC)c1OC (stereo unspecified)	-4	3	2	-5	-6	-2	4	5	2	-4
CCOC(=O)CN(C(=O)CSc1nnc(-c2ccc(OC)c(OC)c2)o1)c1ccccc1	-4	-2	-1	-6	-6	5	2	2	-6	6
CS(=O)(=O)N1Cc2cc(C(=O)NCC3CC3)nc(-c3cccc(-c4cccnc4)c3)c2[C@@H]1CCO	-4	2	-5	·	4	-7	-3	-10	4	2
Cc1ccc2c(c1)nnn2C1CCN(CC(=O)Nc2ccc(F)cc2)CC1	-4	-1	0	-11	-1	-1	0	17	-3	1
Cn1c(=O)c2c(nc(SCC(=O)O)n2Cc2cc3c(cc2Cl)OCO3)n(C)c1=O	1	4	10	1	4	4	3	-2	3	-3
O=C(NC1CCN(S(=O)(=O)c2ccccc2)CC1)c1cccc(F)c1	-1	0	-3	-3	1	-9	-4	7	2	4
Additional entries follow.
SMILES	NPR2 activator	MBD2 DNA inh	PRMT1 inh	HTRA1 inh	rCAG RNA binder	TCR-CD3 inh	ABHD4 inh	TDP2 absorb	SIAE inh	LEDGF integ inh
Cc1ccc(-c2cc(-c3nnc(SCC(=O)Nc4nccs4)n3N)[nH]n2)cc1	-4	1	-1	·	8	·	-2	0	-5	1
Cc1[nH]nc(SCC(=O)N2CCCCCC2)c1[N+](=O)[O-]	-2	0	6	-4	17	-1	3	-15	-8	-2
COc1ccc(NC(=O)CSc2nnc(-c3ccco3)n2C)cc1	-2	2	-3	-1	-1	4	-5	9	4	1
CC1CN(C(=S)Nc2ccc(S(N)(=O)=O)cc2)CC(C)O1 (stereo unspecified)	5	-2	-1	-4	0	1	3	-9	-4	2
COc1ccc(C2COc3cc(O)ccc3C2)c(OC)c1O (stereo unspecified)	-5	3	4	-6	0	-10	2	4	5	-3
COc1ccccc1NS(=O)(=O)c1ccc(O)c(C(=O)OCC(=O)N2c3ccccc3CC2C)c1 (stereo unspecified)	-3	-3	-1	-13	15	-4	35*	-6	-6	1
Cc1cc(C)n(-c2cc(C(C)(C)C)nc3c(-c4ccc(Cl)cc4)cnn23)n1	-2	-1	-1	-23	8	8	-13	-4	10	-2

Record cards, as listed above. Values in the order: NPR2 activator, MBD2 DNA inh, PRMT1 inh, HTRA1 inh, rCAG RNA binder, TCR-CD3 inh, ABHD4 inh, TDP2 absorb, SIAE inh, LEDGF integ inh
Record of O=C(Cc1ccccc1)NN1C(=O)C2C3C=CC(C3)C2C1=O (stereo unspecified) = 1, -2, 0, 1, -1, 9, -5, -1, -5, -1
Record of Cc1nnc(SCC(=O)NCc2ccco2)n1-c1ccccc1 = 2, 1, -2, -1, -1, 10, 1, 3, -2, 0
Record of COc1ccc(N2CCN(C(=O)c3ccc(C)c(NC(=O)C4=C(C)OCCS4)c3)CC2)cc1 = -4, 2, -2, 5, -6, -2, 1, 5, 4, 3
Record of O=C1C(Nc2cccc(O)c2)=C(N2CCCCC2)C(=O)c2ccccc21 = 5, -6, 16, 8, -9, 3, 22, 51*, 1, 20*
